Bioassay records (PubChem)
EWS-Fli block: EWS/Fli transcriptional activity inhibition. A673 NR0B1-luciferase reporter, viability-normalised. inhibition, % at 12.6 µM. actives 0.67% (n = 350,000);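 active = mean inhibition of at least 50% after viability correction, with every replicate also passing that limit; inconclusive = mean reaches 50% but only one of two replicates passes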;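 note: firefly luciferase signal divided by Alamar Blue viability fluorescence both relative to DMSO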
miR-122 sensor: miR-122 inhibition in Huh7 cells; AID 602342; actives 0.3% (n = 340,000); Huh7 miR-122 Renilla luciferase sensor, 48 h; neutral wells = 0, positive control = 100; activation (reporter increase), % at 12.5 µM;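 active = mean replicate activation score at least 90 and every replicate individually at or above 90; inconclusive = only one of the two criteria met; inactive = neither criterion met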;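 note: higher luciferase means less miR-122 activity so hits act as miR-122 inhibitors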
PAX8 reporter: PAX8 transcriptional activity inhibition | actives 1.2% (n = 360,000) | AID 652154 | inhibition, % at 12.6 µM | RMG-I TPO-luciferase reporter, SteadyGlo, 24 h;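 active = mean replicate inhibition at least 60% with every replicate also reaching 60%; inconclusive = only one of the two criteria is met; inactive = mean below 60% and not all replicates reaching 60%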;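 note: luciferase light reporting Pax8 driven TPO promoter activity; plate controls were median of neutral control wells for no effect and mitoxantrone controls for full effect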
GSIS activator: primary screen for activators of insulin secretion dependent on glucose, INS-1E cells, GLuc reporter luminescence | actives 0.61% (n = 370,000) | activation, % at 16.6 µM | INS-1E GLuc reporter insulin secretion, 2-3 h;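 active = lowest replicate activation of at least 40%, so every replicate reaches that level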;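 note: 0% = median of neutral control wells and 100% = median of IBMX positive control wells; some compounds called inactive have numbers as strong as hits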
FN deposition inh: fibronectin deposition inhibition; AH1F fibroblasts, Alexa488-fibronectin deposition fluorescence, overnight; inhibition, % at 12.6 µM; actives 0.086% (n = 350,000); AID 743247;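 active = mean inhibition across replicates of 30% or more, regardless of how many single replicates reach that level; inconclusive = mean under 30% yet at least half of replicates reach 30%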;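 note: positive control wells lacked labelled fibronectin entirely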
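Material: AH1F fibroblast monolayer depositing Alexa488-labelled fibronectin into matrix | Input: 10000 AH1F cells/well | Medium: DMEM plus 2% serum, read in PBS | Reagent: Alexa488-fibronectin, 24 nM final in well | Compound dosing: One dose per compound, pinned | Schedule: 1 h adhesion, overnight exposure | Measured by: Fluorescence at 485 nm excitation, 525 nm emission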
CFTR F508del cor: correctors of CFTR F508del function in bronchial epithelial cells. activity (quench increase), % at 7.58 µM. actives 0.36% (n = 350,000). CFBE cells, YFP halide quenching; stimulated with forskolin plus potentiator P3; % fluorescence drop versus neutral controls;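 active = mean added fluorescence quench of at least 8% versus neutral control, with both replicates also reaching 8%; inconclusive = only one of the mean or replicate conditions met; inactive = mean below 8% and not both replicates reaching 8%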;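 note: cells transiently co-express mutant CFTR-F508del with the halide-sensitive YFP; corrector assay measuring rescue of mutant channel to the surface after 24 h compound exposure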
DENV2 CPE: DENV2-induced cell death inhibition; DENV2-infected cells, cytopathic effect rescue, plate reader; CPE inhibition, % at 9.99 µM; actives 1.7% (n = 350,000); AID 651640; in the data active = CPE inhibition above about 20%, passing the limit was not always enough; inconclusive = no clear call, values can overlap the other calls; tested in BHK-21 cells;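 note: 0% = median of neutral control wells and 100% = median of positive control wells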
* = called active by the depositor; ? = inconclusive; nt = not tested or not shown; [ ] = remark or other dose.

SMILES | EWS-Fli block | miR-122 sensor | PAX8 reporter | GSIS activator | FN deposition inh | CFTR F508del cor | DENV2 CPE
Cc1ccc(-n2c(-c3ccccc3)cc(/C=N/NC(=O)CC#N)c2-c2ccccc2)cc1 | 15 | nt | 8 | 14 | 1 | ? | 2
Cc1ccc(C(=O)CC2(O)C(=O)N(C)c3ccccc32)o1 (stereo not drawn) | 35 | 3 | 6 | nt | 8 | 1.6 | 9
COCCN(C[C@@H]1[C@@H](c2ccccc2)[C@H](CO)N1C(C)=O)C(=O)c1cccnc1 | -7 | 50[16.7 µM] | -6 | 1 | -2 | 1.5 | 1
O=C(CSc1nc2ccccc2s1)NC1CCCc2ccccc21 (stereo not drawn) | nt | 5 | 18 | -25 | 3 | nt | nt
Cc1ccc(-n2c(-c3ccncc3)n[nH]c2=S)cc1 | -1 | nt | 9 | 15 | 6 | 3.7 | -4
CCN(CC)S(=O)(=O)c1ccc(-c2nnc(SCC(=O)N3c4ccccc4CC3C)n2CC)cc1 (stereo not drawn) | nt | -9 | -13 | -31 | 4 | nt | nt
C[C@H]1CN([C@@H](C)CO)C(=O)c2cccc(NC(=O)c3nc4ccccc4s3)c2O[C@H]1CN(C)C(=O)Nc1cccc2ccccc12 | -5 | -1[16.7 µM] | nt | 4 | 9 | -0.2 | 10
CSc1nnnn1-c1c(C)cccc1C | -4 | nt | 25 | 1 | -1 | 0.4 | 2
Cn1ccnc1SCC(=O)Nc1ccc([N+](=O)[O-])cn1 | -1 | -6 | 1 | 12 | 0 | -0.3 | 3
Cc1ccc(C)c(S(=O)(=O)N2CCN(CC(=O)Nc3ccc4c(c3)OCCO4)CC2)c1 | nt | 16 | -1 | nt | 2 | nt | nt
CO/N=C(\CCC(=O)O)c1cccs1 | -1 | -2 | -8 | 7 | -3 | 0.7 | 4
COc1ccc(NC(=O)/C(C#N)=C/c2ccc(-c3ccccc3C(=O)O)o2)cc1 | 2 | nt | -20 | -6 | -8 | 3.1 | -3
O=C(c1ccco1)N1CCN(S(=O)(=O)c2ccc(Oc3ccccc3)cc2)CC1 | 12 | -6 | nt | -35 | nt | 0.1 | 0
CC(=O)c1cc(C#N)c(SCC(=O)Nc2nccs2)nc1C | -77 | -6 | -63 | 1 | 2 | -2.2 | 0
N#C[C@H]1[C@H](c2ccccc2)[C@@H](CO)N1C(=O)c1cc(Cl)cc(Cl)c1 | 4 | nt | 3 | 7 | -3 | 0.3 | ?
Cc1cccc(NC(=O)CCCN=C2NS(=O)(=O)c3ccccc32)c1C | 5 | nt | 1 | 9 | 3 | -1.6 | 8
Cc1ccc(NC(=O)Nc2nnc(Cc3ccc([N+](=O)[O-])cc3)s2)cc1 | -60 | -3 | 48 | 13 | -10 | 3.4 | nt
CCOC(=O)N1CCN(c2nc(C)cc(C(F)(F)F)n2)CC1 | nt | -3 | -2 | nt | -4 | nt | nt
CC1=NN(c2ccc(C)cc2C)C(=O)C1C(c1cccc(O)c1)C1C(=O)N(c2ccc(C)cc2C)N=C1C (stereo not drawn) | nt | -13 | -22 | -20 | -2 | nt | nt
CC(=O)N(C)C[C@H]1[C@H](c2ccc(-c3ccccc3F)cc2)[C@H](CO)N1C(C)=O | -5 | 11[16.7 µM] | -6 | 2 | nt | 1.7 | -15

4 compounds picked at random from the list so far:
SMILES | EWS-Fli block | miR-122 sensor | PAX8 reporter | GSIS activator | FN deposition inh | CFTR F508del cor | DENV2 CPE
CCOC(=O)N1CCN(c2nc(C)cc(C(F)(F)F)n2)CC1 | nt | -3 | -2 | nt | -4 | nt | nt
Cc1ccc(NC(=O)Nc2nnc(Cc3ccc([N+](=O)[O-])cc3)s2)cc1 | -60 | -3 | 48 | 13 | -10 | 3.4 | nt
CCN(CC)S(=O)(=O)c1ccc(-c2nnc(SCC(=O)N3c4ccccc4CC3C)n2CC)cc1 (stereo not drawn) | nt | -9 | -13 | -31 | 4 | nt | nt
COc1ccc(NC(=O)/C(C#N)=C/c2ccc(-c3ccccc3C(=O)O)o2)cc1 | 2 | nt | -20 | -6 | -8 | 3.1 | -3

The results go on.
SMILES | EWS-Fli block | miR-122 sensor | PAX8 reporter | GSIS activator | FN deposition inh | CFTR F508del cor | DENV2 CPE
NC(=O)c1ccc(NC(=O)c2ccc(COc3ccccc3Br)cc2)cc1 | -20 | nt | -21 | 17 | 2 | -2.5 | -10
CCc1nc2ccc(C(=O)NCCC(C)C)cn2c1N(C)Cc1nccs1 | 4 | -8 | -6 | nt | 4 | 0.1 | -1
O=C(NC(Cc1ccccc1)C(=O)O)/C(=C/c1ccccc1)NC(=O)c1ccco1 (stereo not drawn) | -2 | 4 | -16 | 4 | 1 | -2.8 | 4
C[C@H](CO)N1C[C@H](C)[C@H](CN(C)Cc2ccc(Cl)c(Cl)c2)Oc2c(NS(=O)(=O)c3ccc(F)cc3)cccc2C1=O | 1 | 43[16.7 µM] | nt | -14 | 0 | -0.2 | -5
CCOc1cc(C(=O)Nc2ccc(S(=O)(=O)N3CCCCC3)cc2)ccc1OCC(=O)N1CCOCC1 | 6 | -4 | 10 | -4 | 2 | 3.0 | 8
CC(C)(C)OC(=O)COc1ccc(/C=N/NC(=O)CN2CCCCC2)cc1 | -11 | nt | -12 | -3 | 1 | -2.8 | 6
CCOc1ccc(CCNC(=O)COC(=O)CCc2cc(OC)c(OC)c(OC)c2)cc1OCC | -6 | nt | -16 | 25 | 2 | 1.3 | -8
COc1ccc(OC)c(NC(=O)COC(=O)Cc2ccc(Br)cc2)c1 | -7 | -1 | 17 | nt | 0 | 4.0 | 2
COCC#Cc1ccc([C@@H]2[C@@H](CO)N3CCCCN(S(=O)(=O)c4ccccc4C)C[C@@H]23)cc1 | 7 | -6[16.7 µM] | 17 | -13 | nt | 3.0 | -2
COc1cccc(S(=O)(=O)N[C@H]2CC[C@H](CCn3cc(-c4ccc(F)cc4)nn3)O[C@@H]2CO)c1 | -3 | nt | 27 | -19 | -8 | 2.0 | 1
Cc1ccccc1-c1ccc([C@@H]2[C@@H](CO)N3C(=O)CN(S(C)(=O)=O)C[C@@H]23)cc1 | -4 | nt | nt | -14 | -6 | -0.6 | -2
CCOc1ccccc1Nc1ccnc2cc(Cl)ccc12 | 2 | -1 | -9 | 34 | nt | nt | -9
O=C(O)c1ccc(-c2nc3ccccc3s2)o1 | 7 | 2 | 12 | -2 | 0 | -0.6 | 4
C[C@@H]1CCCCO[C@H](CN(C)S(=O)(=O)c2ccccc2)[C@H](C)CN([C@@H](C)CO)C(=O)c2cc(N(C)C)ccc2O1 | 1 | 3[16.7 µM] | 40 | -21 | nt | 3.3 | nt
COc1cccc(/C=N/N2CCN(Cc3ccccc3)CC2)c1O | -10 | nt | -9 | 0 | 2 | 0.1 | -5
OC[C@H]1[C@H](c2ccc(C#Cc3ccccc3F)cc2)[C@@H]2CN(CC3CCOCC3)CCCCN12 | -10 | 3[16.7 µM] | -2 | -9 | -2 | -3.0 | -23
Cc1ccc(C(=O)N/C(=C\c2cn(C)c3ccccc23)C(=O)NCCN2CCOCC2)cc1 | nt | nt | 23 | -9 | 5 | -0.1 | ?
COc1cccc(CNC(=O)C[C@@H]2C=C[C@@H](NS(=O)(=O)c3ccccc3OC)[C@H](CO)O2)c1 | -5 | nt | 1 | -8 | nt | -1.0 | -2
O=C(Nc1ccc(S(=O)(=O)Nc2cnc3ccccc3n2)cc1)c1ccc(Cl)c([N+](=O)[O-])c1 | 11 | -15 | 21 | 0 | -8 | 0.2 | -3
O=C(C[C@@H]1C=C[C@H](NC(=O)c2ccncc2)[C@H](CO)O1)Nc1ccc(-c2ccccc2)cc1 | 1 | nt | -7 | 0 | nt | 0.3 | 6
C=CCSc1nc2ccccc2c(=O)n1C1CCOC(C)(C)C1 (stereo not drawn) | 6 | nt | -5 | -8 | 3 | -0.4 | -2
COc1ccc2c3c([nH]c2c1)[C@H](CO)N(S(=O)(=O)c1ccc(C)cc1)CC31CN(Cc2ccccc2)C1 | -4 | nt | nt | -16 | -4 | -0.1 | 4
C=CCn1c2ccccc2c2nnc(SCCN3CCOCC3)nc21 | -1 | 1 | -7 | 8 | 3 | -2.2 | -5
COc1ccc(NC(=O)Nc2ccc3c(c2)C(=O)N([C@@H](C)CO)C[C@@H](C)[C@H](CN(C)S(=O)(=O)c2ccc(Cl)cc2)OCCCC[C@@H](C)O3)cc1 | 6 | -4[16.7 µM] | 17 | 17 | -13 | 1.0 | 36*
Cc1ccc(NCc2ccncc2)c(Br)c1 | -7 | -5 | -2 | -28 | -2 | 2.9 | ?
Cc1noc(C)c1S(=O)(=O)N(C)C[C@H]1OCc2ccccc2-c2ccccc2C(=O)N([C@H](C)CO)C[C@H]1C | 4 | nt | -15 | 2 | -7 | 1.6 | -2
C[C@@H](NC(=O)[C@H]1[C@H](CO)[C@H]2Cn3c(ccc(C4=CCCCC4)c3=O)[C@@H]1N2)c1ccccc1 | 1 | 2[16.7 µM] | 3 | 16 | nt | 0.5 | -3
C=CCNCCCCOc1cccc(Br)c1 | nt | nt | 14 | 0 | 5 | nt | nt
O=C(c1ccc2[nH]c(=O)c(=O)[nH]c2c1)N1CCN(c2ccccc2)CC1 | nt | -3 | 2 | 3 | -7 | -0.4 | -3
CCn1c(SCC(=O)Nc2ccccc2F)nnc1-c1ccoc1C | -3 | -5 | -10 | 8 | 0 | -0.1 | 16
CN1C(=O)c2cc(NC(=O)c3cccs3)ccc2OC[C@H]2O[C@H](CC(=O)N3CCOCC3)CC[C@@H]21 | -5 | 1[16.7 µM] | -7 | -3 | -24 | 3.1 | -4
Cc1ccccc1-c1ccccc1CN1[C@@H](C(C)C)COCCS1(=O)=O | -9 | 4 | 2 | -37 | -1 | -0.6 | ?
COc1ccc(-c2cc3ccccc3s2)cc1[C@H]1[C@H]2C=CC[C@@H](C)[C@@H]2C(=O)N1Cc1ccccc1 | -101 | 5 | -205 | nt | 13 | 0.4 | -14
CN(C)C(=O)[C@H]1[C@H](CO)[C@H]2Cn3c(ccc(C4=CCCCC4)c3=O)[C@H]2N1Cc1ccccn1 | -1 | nt | nt | 19 | nt | nt | 1
COc1ccc(S(=O)(=O)N2CCCC(C(=O)NCc3ccc4c(c3)OCO4)C2)cc1 (stereo not drawn) | 3 | -1 | 10 | -14 | -6 | 2.3 | -2
C[C@@H]1CN([C@H](C)CO)C(=O)Cc2cc(NC(=O)Cc3ccccc3)ccc2O[C@H]1CN(C)C(=O)Nc1cccc2ccccc12 | 4 | -2[16.7 µM] | 28 | 11 | nt | -2.7 | 0
COc1cccc(CN(CC2CCCO2)C(=O)c2cc3ccccc3oc2=O)c1 (stereo not drawn) | -44 | nt | 4 | 28 | 18 | -2.2 | 0
C[C@@H]1CCCCO[C@@H](CN(C)Cc2ccc(Cl)c(Cl)c2)[C@H](C)CN([C@H](C)CO)C(=O)c2cc(NC(=O)c3ccccc3)ccc2O1 | 29 | 0[16.7 µM] | 97* | -24 | -18 | 1.7 | 6
Cc1cccc(C(=O)NCC(=O)NCC(c2ccco2)N2CCCCC2)c1 (stereo not drawn) | -3 | nt | -9 | 2 | 1 | -3.7 | -3
COCC(=O)N1C[C@@H](C)[C@@H](OC)CN(C)C(=O)c2cc(NS(C)(=O)=O)ccc2OC[C@@H]1C | -3 | 6[16.7 µM] | -7 | -1 | -5 | -0.4 | 19
CC(=O)Nc1ccc(S(=O)(=O)N(C)CC(=O)NNC(=O)Cc2nc3ccccc3n2C)cc1 | 3 | nt | 2 | -9 | -13 | -2.5 | 9
COc1ccc(NC(=O)COC(=O)CCCC2=NS(=O)(=O)c3ccccc3N2)cc1 | -4 | 1 | -5 | 1 | 0 | 1.0 | -5
COc1ccccc1N1CCN(C2CCCN(C(=O)c3cscn3)C2)CC1 (stereo not drawn) | 8 | nt | -1 | -3 | 1 | 3.0 | -3
